# High-throughput results deposited in PubChem by several laboratories.
# PERK inh: inhibitors of human PERK kinase; Q9NZJ5; CHO PERK-DD fusion, SEAP luminescence translation reporter; inhibition, % at 5.6 µM; 220,000 tested, 0.17% active; AID 1416;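 active means inhibition above the mean inhibition of all tested compounds plus 3 SD, set separately per screening campaign, cut at about 2.9% in these data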;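 further: PERK kinase domain activated by AP20187 dimerizer at 100 nM; 0% = DMSO with dimerizer and 100% = rapamycin at 8.4 µM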
# FXIa inh 1536: blocks human coagulation factor XIa protease activity | P03951 | purified FXIa, Boc-Glu-Ala-Arg-AMC fluorogenic substrate | inhibition, % at 5 µM | 220,000 tested, 0.14% active | AID 798;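 active means inhibition of at least 40%; inactive means inhibition below 40%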;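 further: fluorescence of freed AMC excited at 355 nm; 0% = enzyme without compound and 100% = no enzyme blank; many of its hits are not listed in these tables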
# Furin inhibitor: inhibitors of human furin; AID 463115; purified furin, fluorogenic substrate cleavage; 220,000 tested, 0.061% active; P09958; inhibition, % at 30 µM; in the data active means inhibition above about 25%; further: inactives centre near -15
# hK5 inh: inhibitors of human kallikrein 5; inhibition, % at 5 µM; recombinant hK5, fluorogenic AMC substrate cleavage; 210,000 tested, 0.59% active;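 active means inhibition of 40% or more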;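 further: 0% = enzyme controls without compound and 100% = no-enzyme blanks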
# Target sequence (Q9Y337 67-293 limits assumed): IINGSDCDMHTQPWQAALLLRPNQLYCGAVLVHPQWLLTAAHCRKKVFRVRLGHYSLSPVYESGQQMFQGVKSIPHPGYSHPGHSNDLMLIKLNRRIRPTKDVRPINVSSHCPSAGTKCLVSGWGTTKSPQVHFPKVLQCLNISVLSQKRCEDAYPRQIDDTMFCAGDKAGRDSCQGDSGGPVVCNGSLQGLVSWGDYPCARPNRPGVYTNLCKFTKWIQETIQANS
# FXIIa inh: factor XIIa (human) inhibition; AID 800; purified FXIIa, Boc-QGR-AMC fluorogenic substrate, 2 h; 220,000 tested, 0.3% active; inhibition, % at 5 µM; in the data active means inhibition above about 40%;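 further: 0% = enzyme with no compound and 100% = blank without enzyme; many of its hits are not listed in these tables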
# Target sequence (P00748 20-372 limits assumed): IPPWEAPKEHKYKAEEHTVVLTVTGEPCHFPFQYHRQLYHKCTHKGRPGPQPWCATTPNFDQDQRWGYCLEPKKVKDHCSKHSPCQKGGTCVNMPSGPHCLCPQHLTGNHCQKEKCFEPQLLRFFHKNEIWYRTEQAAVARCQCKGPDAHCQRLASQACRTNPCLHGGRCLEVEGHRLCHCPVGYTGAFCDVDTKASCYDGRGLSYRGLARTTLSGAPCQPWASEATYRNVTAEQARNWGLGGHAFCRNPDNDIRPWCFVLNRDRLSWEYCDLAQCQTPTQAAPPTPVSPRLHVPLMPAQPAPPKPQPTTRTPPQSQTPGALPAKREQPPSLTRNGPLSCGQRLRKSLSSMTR
# Target sequence (P00748 373-615 limits assumed): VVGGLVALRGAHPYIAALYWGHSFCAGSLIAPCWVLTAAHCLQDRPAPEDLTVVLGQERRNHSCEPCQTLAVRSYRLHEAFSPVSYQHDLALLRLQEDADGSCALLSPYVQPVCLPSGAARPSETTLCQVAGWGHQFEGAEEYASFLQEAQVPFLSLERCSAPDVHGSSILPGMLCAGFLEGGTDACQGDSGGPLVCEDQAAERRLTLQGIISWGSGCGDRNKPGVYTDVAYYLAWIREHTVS
# Wee1 degr inh: inhibitors of human Wee1 degradation. P30291. HeLa Luc-Wee1K328M stability, luciferase luminescence; 100% = proteasome inhibitor MG132 effect. reporter increase, % at 5 µM. 220,000 tested, 1.2% active. AID 1321;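 active means activation above the mean of all tested compounds plus 3 SD, set per screening run, cut at about 8.8% in these data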;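 further: cells exposed to compound for 20 h before luminescence read; 0% = DMSO alone and 100% = MG132 at 30 µM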
# Cl transport mod: KCC2 (human) Cl- transport modulation | KCC2 cells, thallium flux FluoZin-2 fluorescence | B-score of Tl+ flux slope (higher = more flux/activation; lower = inhibition) at 10 µM | AID 1456 | Q9H2X9 | 190,000 tested, 2.2% active;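 active means thallium flux slope and its plate-corrected score both differing from the plate sample mean at a set confidence after two filtering rounds, in either direction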;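 further: slope of fluorescence scaled to starting intensity during 10 to 20 s after thallium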
# Thrombin inh: thrombin (human) inhibition. inhibition, % at 5 µM. alpha-thrombin, Boc-VPR-AMC fluorogenic substrate cleavage. 220,000 tested, 0.26% active;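 active means inhibition at or above 40%; inactive means inhibition below 40%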;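 further: 0% = enzyme with no compound and 100% = wells without enzyme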
#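 Material: human alpha-thrombin enzyme / Medium: pH 7.5 Tris (50 mM) with NaCl 150 mM, Tween 20 0.05% / Compound: single-point dosing at 5 µM, 0.2% DMSO / Incubation: enzyme reaction carried out at room temperature / Detection: AMC fluorescence, 355/460 nm / Read-out basis: percent inhibition scaled between no-compound controls and no-enzyme blanks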
# p97 ATPase inh: inhibitors of human p97 ATPase; inhibition, % at 8 µM; recombinant p97 ATPase, Kinase-Glo ATP luminescence, 3 h; 220,000 tested, 0.42% active; in the data active means inhibition above about 15%;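 further: 0% = DMSO vehicle and 100% = wells lacking enzyme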
# Active calls of the source: *; i = inactive; / = no result given; & = joins results of further samples; [ ] = remark or other dose.
PERK inh	FXIa inh 1536	Furin inhibitor	hK5 inh	FXIIa inh	Wee1 degr inh	Cl transport mod	Thrombin inh	p97 ATPase inh	Molecule
0.8	0	-31	2	7	-4	0.56	1	7	COc1ccc(Br)cc1/C=N/NC(=O)c1cc(Br)ccc1O
-0.3	-5	-33	-10	2	-2	/	-6	-2	CCN(CC)c1nc(C)c2c(c1C#N)CC(C)(C)OC2
-0.1	-4	-17	-23	9	-3	-1.7	-3	1	Cc1ccccc1-n1nnnc1SCc1csc(-c2ccccc2)n1
1.0	-4	-6[20 µM]	-6	4	6	0.021	-3	0	COc1ccc(NS(=O)(=O)c2ccc(OCC(=O)N3CCOCC3)cc2)cc1
0.2	-1	-17[20 µM]	-22	9	-2	0.54	-3	-4	O=C(CSc1nc2ccccc2s1)NCCOc1ccc(Cl)cc1
1.3	-1	-20	0	10	0	1.2	-1	0	CCSc1nnc(-c2cc(Br)ccc2NC(C)=O)c(=O)[nH]1
0.1	-2	1[20 µM]	-7	22	0	-0.031	-1	-7	Cc1ccc(C)c(-n2c(-c3ccc4c(c3)OCO4)n[nH]c2=S)c1
0.2	0	-25	/	9	0	-0.76	-5	1	CC(=O)c1cccc(NC(=S)NCCc2ccc(F)cc2)c1
-1.2	-3	-24	-16	6	-1	-0.92	-5	-10	Cc1oc(-c2ccccc2F)nc1CN1CCC(C(=O)NCCC2=CCCCC2)CC1
1.4	3	-17	-1	11	-3	0.16	4	5	C(=N\n1cnnc1SCc1ccccc1)/c1ccco1
0.9	-2	-13[20 µM]	-5	-7	1	0.92	-20	4	CCCNCC1COc2ccccc2O1 (stereo unspecified)
0.0	-2	-2	-12	3	-2	0.87	-5	-2	COc1ccc(N)c2c1OCCC2=O
1.2	-12	-23	-6	10	3	/	2	6	Cc1cc(C(=O)OCC(=O)c2ccc(Br)s2)c(C)o1
-0.9	8	-22	-9	24	-3	-0.24	3	1	CCOc1ccccc1N1CCN(Cc2cccc(OC)c2OC)CC1
-1.1	2	-15[20 µM]	-10	10	0	/	2	0	Cn1c(=NC(=O)CSCC(=O)N2CCCCC2)sc2ccccc21
-0.1	5	8[20 µM]	-15	13	2	0.22	1	4	COc1ccc(S(=O)(=O)Nc2ccc(S(=O)(=O)N3CCCCC3)cc2)cc1OC
-0.6	-6	-20[20 µM]	-17	-4	-3	1.8	-3	-5	COc1cc(CNCc2ccccn2)ccc1OCc1ccc(Cl)cc1Cl
1.0	-1	-16	0	12	3	0.45	2	10	COc1ncnc2c1NC(=O)CS2
0.3	-2	-3	-4	-1	0	0.072	-12	4	COc1ccc(NC(=O)Cn2nnc3sc4c(c3c2=O)CC(C)(C)OC4)cc1
2.6	3	-13	1	6	11*	1.4	2	2	O=C(NCCc1ccccc1)c1cc(=O)[nH]c2ccccc12
0.8	3	-10	-18	12	0	/	5	1	COc1ccc(C2=CC(c3ccc(C)cc3)n3nnnc3N2)cc1 (stereo unspecified)
0.4	-49	-5[20 µM]	i	-96	1	-0.023	-30	-4	CCc1c(C)c2cc(Cl)c(O)c(CN(C)C)c2oc1=O
-1.7	-16	-14[20 µM]	-23	3	0	1.5	-1	-6	COc1ccc(Nc2nc(NC(C)(C)C)nc(N3CCCC3)n2)c(OC)c1
-0.1	7	-32	5	4	3	-0.15	4	3	CCOC(=O)c1ccc(CS(=O)c2ccc(Cl)cc2)o1 (stereo unspecified)
1.0	1	-20	/	12	6	1.1	-1	6	O=C(Cc1ccccc1)N1CCN(S(=O)(=O)c2cccc([N+](=O)[O-])c2)CC1
-1.9	-2	-9	-17	9	-5	0.53	2	-5	CCOc1c(Br)cc(CNC2CCCCCCC2)cc1OC
1.1	-1	-27	-1	4	1	-0.033	-20	2	Cc1ccc(NC(=O)COC(=O)CN2C(=O)NC3(CCCC3)C2=O)cc1S(=O)(=O)N(C)C
-0.3	-7	-18	-18	0	1	-0.48	2	-3	Cc1occc1-c1nnc(SCC(=O)NCc2ccco2)n1CC(C)C
2.1	0	-10	-1	15	-1	-0.65	-4	6	CCCCn1c(SCC(=O)NNC(=O)c2ccco2)nnc1-c1ccco1
0.0	7	-30	10	5	2	1.3	-1	2	Cc1oc(S(=O)(=O)N2CCOCC2)cc1C(=O)Nc1ccc(Cl)cc1
1.5	-2	-18	-8	14	-2	/	-8	-3	CC1(C)CC(=O)c2cc(C(=O)Nn3cnnc3)c(=O)n(-c3ccccc3)c2C1
/	5	/	-14	11	/	/	-4	/	COc1ccccc1NC(=O)c1cc2ccccc2o/c1=N\O
1.0	-4	-18	-17	8	-2	-0.013	2	2	CN(C)S(=O)(=O)c1ccc(C(=O)Nc2ccccc2SCCC#N)cc1
0.7	11	-15	-3	0	2	0.11	7	-2	COc1ccccc1-c1coc2cc(OCC(=O)OCc3ccccc3)ccc2c1=O
1.0	1	-25	-17	6	1	1.2	-11	2	Oc1ccc(C=Nc2ccccc2-c2nc3ccccc3[nH]2)cc1
0.1	-3	-4	-18	0	-2	-0.57	-11	0	O=C(Cc1cn(Cc2cccc(Cl)c2)c2ccccc12)N1CCCCCC1
1.0	-2	-33	0	12	0	0.23	0	6	Cc1csc(N2CCCC2=O)n1
0.6	19	-1	-3	2	14*	1.1	-2	-2	C(=C\c1ccco1)/c1nc2ccccc2[nH]1
-0.4	2	-19[20 µM]	4	9	-1	-0.35	-1	-4	CCCn1c(SCC(=O)c2cc(C)ccc2C)n[nH]c1=O
0.2	7	-9	-20	22	3	0.043	-12	-2	O=C(Cn1ccc([N+](=O)[O-])n1)Nc1nccs1
-0.4	6	-28[20 µM]	-13	19	-1	/	7	1	CCOc1cc(NC(=S)Nc2cccc(OC)c2)c(OCC)cc1NC(=O)C1CC1
0.8	-8	-18	-14	-2	4	-0.13	-7	5	CCOC(=O)CC(=O)CSc1ncnc2c1cnn2-c1ccccc1
0.1	-3	-10[20 µM]	-8	-10	-1	-0.3	-7	3	Cc1ccc(CNC(=O)CSc2n[nH]c(N)n2)cc1
-0.3	-3	-23	8	2	-1	-0.89	-3	4	COC(=O)c1ccc2c(c1)N(Cc1nc(-c3cccc(C)c3)oc1C)C(=O)C1CCCN21 (stereo unspecified)
-1.2	2	-28[20 µM]	0	19	-1	0.52	-4	3	CCOC(=O)N1CCN(S(=O)(=O)c2ccc(F)c(C(=O)Nc3cc(C)cc(C)c3)c2)CC1
0.7	2	-36	-1	3	0	-0.4	/	6	COCCNCc1ccc(Cl)cc1Cl
1.0	3	-1[20 µM]	-20	17	-1	0.44	6	3	CC1(C)Cc2c(c(-c3ccco3)[nH]c(=O)c2C#N)CO1
1.4	-5	-14	-16	-3	-1	-1.5	4	-1	CC(C)NC(=O)c1ccccc1NC(=O)Cc1ccc(Br)cc1
0.5	-3	-15	-29	3	-4	0.13	-8	6	Cc1ccc(NC(=O)CCC(=O)N/N=C/c2ccco2)c(C)c1
1.3	/	-9[20 µM]	/	/	3	/	/	4	CNC(=O)CN(C#N)c1nc(N(C)C)nc(N(C)C)n1

# Next section.
PERK inh	FXIa inh 1536	Furin inhibitor	hK5 inh	FXIIa inh	Wee1 degr inh	Cl transport mod	Thrombin inh	p97 ATPase inh	Molecule
0.1	-1	-131	-1	6	0	-0.56	3	5	Cc1cccn2c(N)c(-c3ccccc3)nc12
0.0	-5	-10	-1	4	3	-0.75	-10	2	O=C(CCl)N(Cc1ccccc1)c1ccccc1
1.0	0	-19[20 µM]	2	11	-2	-1	-5	3	CSc1nsc(SCCN2C(=O)c3ccccc3C2=O)n1
0.1&-0.5	6&-2	-24	-8&-3	20&7	3&2	0.52	-6&2	2&2	CCOC(=O)N1CCN(CCC(=O)Nc2cccc(Br)c2)CC1
-0.8	-13	-18[20 µM]	0	-13	-1	-2.3	-4	3	COc1ccc(OC)c(S(=O)(=O)N2CCC(C(=O)NCCc3ccccc3)CC2)c1
-0.2	8	-13	-11	11	-1	0.2	0	6	Cc1cccc2nc(-c3ccccc3)nc(N[C@@H](CO)c3ccccc3)c12
0.8	1	-17	-6	8	-1	-0.13	-6	1	CCOC(=O)c1cn(-c2ccc([N+](=O)[O-])cc2)c2cc(Cl)c([N+](=O)[O-])cc2c1=O
-0.6	7	-17	37	14	-1	-0.41	15	-5	CCOc1cc(C(=S)N2CCCCC2)ccc1OS(=O)(=O)c1ccc(Br)cc1
1.2	-8	-30[20 µM]	-2	1	-2	/	-9	1	COc1cc(S(=O)(=O)Nc2ccccc2C)ccc1Cl
0.4	-3	-8[20 µM]	-12	3	0	-0.85	4	0	Cc1noc(NS(=O)(=O)c2ccc(NC(=O)CCC3CCCCC3)cc2)c1C
0.8	3	-23	-26	6	-1	-0.44	-6	3	Cc1ccc(S(=O)(=O)c2cc(OC(=O)c3ccco3)ccc2OC(=O)c2ccco2)cc1
0.1	3	-17	-8	16	0	-0.15	-2	1	O=C(NCc1ccc(Cl)cc1)c1noc2c1CCCC2
0.1	5	-6	-5	3	2	1.1	-3	-3	C=CC12C=CC=CN1C(C(=O)OC)=C(C(=O)OC)C(C(=O)OC)=C2C(=O)OC (stereo unspecified)
0.4	-2	-17	-23	11	2	-2.1	5	1	O=C(NN1C(=O)c2ccccc2NC1c1ccc([N+](=O)[O-])o1)c1ccc([N+](=O)[O-])cc1 (stereo unspecified)
1.8	6	-14[20 µM]	-3	12	-1	0.63	-4	5	CCOc1ccc(NC(=NCc2ccc3c(c2)OCO3)SC2CC(=O)N(c3ccccc3)C2=O)cc1 (stereo unspecified)
-0.1	-1	-27	2	12	-6	-0.72	-3	-3	CC(C)CCn1nnnc1CN1CCN(c2ccc(F)cc2)CC1
0.2	-4	10[20 µM]	-2	0	-1	-0.67	-5	3	CCN1C(=O)/C(=C/N(C)c2ccccc2)OC1=S
0.9	7	-4	1	8	0	0.12	-1	-1	Cc1cc(/C=C\c2nc(O)c([N+](=O)[O-])c(=O)[nH]2)c(C)n1-c1ccccc1
0.6	6	-12	-17	5	2	0.82	-6	2	CCNS(=O)(=O)c1ccc(NC(=O)c2cncc(Br)c2)cc1
-0.2	-3	-10	-2	5	-1	/	-2	-2	Cc1onc(-c2c(Cl)cccc2Cl)c1C(=O)N=C(N)N1CCOCC1
1.4	3	-9	2	-14	3	-0.55	1	8	Cc1c(Cc2ccccc2)c(=O)oc2cc(OCc3nn[nH]n3)ccc12
1.2	5	-19	-24	9	4	0.2	-1	6	O=C(C[n+]1ccc(-c2nnc3n2CCC3)cc1)c1ccc(Cl)cc1
0.9	3	6	2	12	8	/	2	6	CN(c1ccc(C(=O)Nc2ccc3c(c2)OCO3)cc1)S(C)(=O)=O
0.5	-2	-5	-19	5	-2	4	-10	-1	CCOC(=O)N1CCC(N2Cc3cccc(C(=O)N4CC(C)CC(C)C4)c3C2=O)CC1 (stereo unspecified)
-0.2	-1	-30	1	-1	0	/	-4	-5	Cc1cccc(-c2c3c(=O)n(C)c(=O)n(C)c3cn2C(C)(C)C)c1

# Retrieved by structure from the list above:
PERK inh	FXIa inh 1536	Furin inhibitor	hK5 inh	FXIIa inh	Wee1 degr inh	Cl transport mod	Thrombin inh	p97 ATPase inh	Molecule
0.4	-3	-8[20 µM]	-12	3	0	-0.85	4	0	Cc1noc(NS(=O)(=O)c2ccc(NC(=O)CCC3CCCCC3)cc2)c1C
0.9	7	-4	1	8	0	0.12	-1	-1	Cc1cc(/C=C\c2nc(O)c([N+](=O)[O-])c(=O)[nH]2)c(C)n1-c1ccccc1

# Filtered by structure: those above containing a thiophene ring, fused or not
PERK inh	FXIa inh 1536	Furin inhibitor	hK5 inh	FXIIa inh	Wee1 degr inh	Cl transport mod	Thrombin inh	p97 ATPase inh	Molecule
1.2	-12	-23	-6	10	3	/	2	6	Cc1cc(C(=O)OCC(=O)c2ccc(Br)s2)c(C)o1
0.3	-2	-3	-4	-1	0	0.072	-12	4	COc1ccc(NC(=O)Cn2nnc3sc4c(c3c2=O)CC(C)(C)OC4)cc1
